# Source: PubChem (Broad Institute)
# Wnt bcat act: activators of Wnt/beta-catenin signaling; activation, % at 9.35 µM; Wnt/beta-catenin reporter cell assay, activator, plate reader; AID 743398; 300,000 tested, 1.2% active; in the data active = activation above about 30%, passing the limit was not always enough;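 note: 0% = neutral control wells and 100% = positive control wells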
# An asterisk follows results filed as active. Some of the compounds tested, so the mix of outcomes need not match the whole.
SMILES,Wnt bcat act
COc1ccc(-n2nnnc2C(c2cc3ccccc3o2)N2CCN(C/C=C/c3ccccc3)CC2)cc1 (centres undefined),-4
COC(=O)c1cccc(-n2c(C)cc(O)cc2=O)c1,-3
COC(=O)[C@]12CCCCC=C1N(CCC1=CCCCC1)C(=O)[C@H](CC(=O)NCc1cccc(C(F)(F)F)c1)C2,-3
CCOc1ccc(CCN2C(=O)C(=O)N([C@@H](CC(C)C)CN3CCC[C@H]3CN3C(=O)C(=O)NC[C@@H]3CC(C)C)C[C@@H]2CC(C)C)cc1,-6
CC1(C)C2CCC1(C)C(OC(=O)CC(=O)O)C2 (centres undefined),0
COC(=O)c1ccc2nc(-c3ccc(Cl)cc3)c(Cc3ccc(OC)cc3C)n2c1,-3
CCOC(=O)[C@]12CCCC=C1N(CCc1ccc(OC)c(OC)c1)C(=O)[C@H](CC(=O)NCCc1ccccc1OC)C2,-4
Nc1ccn([C@@H]2O[C@H](C(=O)NCCc3ccc(F)cc3)[C@@H](O)[C@H]2O)c(=O)n1,0
CCOC(=O)C1CSCCS(=O)(=O)N1Cc1ccccc1C (centres undefined),2
C=C1C(=O)[C@]23C[C@H]1CC[C@H]2[C@]1(C)[C@@H](OC(C)=O)CC[C@@](C)(C(=O)O)[C@H]1C[C@@H]3O,-15
O=c1[nH]c(=S)[nH]c2c1C(C1CCCCC1)OC(C1CCCCC1)C2 (centres undefined),-3
Cc1ccc(-c2nc3cc(C)c(Br)c(C)n3c2Cc2ccsc2)cc1,-2
CN(Cc1cn(Cc2ccccc2)nn1)C1CN(Cc2cn(Cc3ccccc3)nn2)S(=O)(=O)C1 (centres undefined),-2
COC(=O)c1ccc2nc(-c3ccccc3)c(Cc3ccc(OC)cc3C)n2c1,11
COC(=O)[C@@]1(Sc2ccc(C)cc2)CC(=O)N(C(=O)c2ccccc2)[C@@H]1c1ccccc1,-1
O=C(NCc1ccccc1)[C@H]1CCCN1C(=O)[C@H]1CCCN1C(=O)N1CCOCC1,0
CNC(=O)c1c(NC(=O)c2ccc(S(=O)(=O)N(C)c3ccccc3)cc2)sc2c1CCN(C(C)C)C2,2
COC(=O)Cc1nnn2c1CC(OC)c1cc(Br)ccc1-2 (centres undefined),1
C=CCN1C(=O)c2n[nH]c(C(C)C)c2C1c1ccc(C)cc1 (centres undefined),-3
O=C(c1ccc(C(F)(F)F)cc1)N(CCCn1ccnc1)C(c1ccccn1)c1nc2ccccc2[nH]1 (centres undefined),12
N#Cc1ccc(-c2nc3ccc(Br)cn3c2Cc2ccsc2)cc1,7
O=C(CSc1nc2ccc(F)cc2c(=O)n1-c1ccccc1)Nc1ccc2c(c1)CCC2,-2
O=C(NC1CC1)c1ccc2c(c1)S(=O)(=O)c1cc(Cl)ccc1C2=O,0
CCOC(=O)C1=CCN(S(=O)(=O)c2ccccc2F)C1c1cccc(Cl)c1 (centres undefined),-1
Nc1ccn([C@@H]2O[C@H](C(=O)N[C@H](CO)c3ccccc3)[C@@H](O)[C@H]2O)c(=O)n1,21
# Other compounds.
SMILES,Wnt bcat act
c1ccc2ncc(-n3ccnc3)cc2c1,-1
COc1ccc(Cl)cc1CNC[C@H]1O[C@@H](n2cnc3c(=O)[nH]c(N)nc32)[C@H](O)[C@@H]1O,2
Cc1csc(-c2nc3ccccc3n2C(C(=O)NC(C)(C)C)c2cc3ccccc3o2)c1 (centres undefined),29
CCc1ccc([C@H]2[C@@H]3C(=O)C[C@@H]4C(=O)N(CC)C(=O)[C@@H]4[C@@H]3CN2S(=O)(=O)c2ccc(C)cc2)cc1,-2
C[C@@H]1CCCCO[C@@H](CN(C)C(=O)Nc2ccc(F)cc2)[C@@H](C)CN([C@H](C)CO)C(=O)c2cc(NC(=O)Nc3ccc4c(c3)OCO4)ccc2O1,-2
C/C=C\C(=O)Nc1cccc(C2=NOC3(C2)C[C@@H](C(N)=O)N(C(=O)c2ccc(OC)cc2)C3)c1 (some centres undefined),-1
CCCCc1c(-c2ccccc2OC)ncn1Cc1ccc(OC)cc1,-5
COC(=O)c1ccc(CN2C(=O)[C@]3(OCCC=C[C@H]3C)c3cc(OC)ccc32)cc1,1
O=C(NCCN1CCC(n2c(=O)[nH]c3ccccc32)CC1)c1ccc(F)c(C(F)(F)F)c1,0
CCOC(=O)C1=CCN(S(=O)(=O)c2ccccc2C)C1c1cccc(C)c1 (centres undefined),-3
CCNC(=O)C1(C)CCN(C(=O)c2cc(F)cc(F)c2)C1 (centres undefined),-1
O=C(N[C@@H](Cc1cccnc1)C(=O)N1CCC[C@H]1C(=O)NCCc1ccccc1Cl)c1ccc(Cl)c(Cl)c1,-6
COC(=O)[C@@]12C[C@@H](CC(=O)N3CCC(c4ccccc4)CC3)C(=O)N(Cc3ccccc3)C1=CCC(C)(C)C2,-4
CCOC(=O)C1=C[C@@H](CC)N(S(=O)(=O)c2ccc([N+](=O)[O-])cc2)[C@H]1c1ccccc1,-2
COc1cccc(CNC(=O)[C@@H]2CCCN2C(=O)[C@H]2CCCCN2)c1,-2
COCCn1c(C(=O)N2CCCC2)cc2c1C[C@H]1CN(C(=O)c3ccccc3)[C@@](Cc3ccc(F)cc3)(C(=O)OC)[C@@H]21,-2
Cc1cc(OC(=O)NCCc2ccc(F)cc2)ccc1F,2
CCN1C(=O)[C@H]2[C@@H](c3ccc(-c4ccc(F)cc4)c(OC)c3)N[C@@](CC(C)C)(C(=O)OC)[C@H]2C1=O,-12
C[C@@H](NC(=O)[C@@H]1CCCN1C(=O)[C@@H]1CCCN1)c1ccccc1,-1
COc1cccc(C(=O)NCC[N+](C)(C)C)c1,-2
Clc1cccc(-c2nc3ccc(Cl)cn3c2Cc2ccccc2)c1,8
CCOC(=O)N1CCN(C(=O)C[C@@H]2C[C@@]3(C(=O)OC)CCCCC=C3N(Cc3ccco3)C2=O)CC1,-2
COC(=O)c1ccc(N2C(c3ccsc3)=Cc3cc4c(cc3C2CC(=O)c2ccco2)OCO4)cc1 (centres undefined),-2
CCCCn1nnnc1C(c1cc2ccccc2o1)N1CCN(C(=O)OCC)CC1 (centres undefined),-1
CCCNC(=O)c1cc2c(c(-c3cccc(-c4ccc(F)cc4)c3)n1)[C@@H](CCO)N(S(=O)C(C)(C)C)C2 (some centres undefined),-1
# Following part:
SMILES,Wnt bcat act
CC(C)(C)C(=O)c1c(N)[nH]c(C(=O)c2ccccc2)c1-c1ccccc1Br,-2
CCc1ccc([C@H]2[C@@H]3C(=O)C[C@@H]4C(=O)N(C)C(=O)[C@@H]4[C@@H]3CN2S(=O)(=O)c2ccc(C)cc2)cc1,0
O=C(CSc1nc2c(cnn2-c2ccc(F)cc2)c(=O)[nH]1)N1N=C(c2cccs2)CC1c1ccc(F)cc1 (centres undefined),-2
COCCN1C(=O)c2ccccc2C1c1nnnn1-c1ccc2c(c1)OCCO2 (centres undefined),-1
CCO[C@@H]1OC(C(=O)N2CCN(Cc3ccc4c(c3)OCO4)CC2)=C[C@H](c2ccc3c(c2)OCO3)[C@H]1CCCO,-5
CC(C)CN1CCN(C(=O)COC(=O)c2ccc(S(C)(=O)=O)c([N+](=O)[O-])c2)CC1,-4
CCCc1ccc(-c2cc(NC(=O)Cc3c[nH]c4ccccc34)ccc2Nc2cccnc2)cc1,-3
Cc1ccc(S(=O)(=O)N2C3CC(c4ccccc4)N(S(=O)(=O)c4cccc(Cl)c4)CC3C(=O)C[C@H]2c2ccccc2)cc1 (some centres undefined),-3
O=C(N[C@H](C(=O)N1CCC[C@H]1C(=O)NCc1ccccc1)c1ccccc1)c1ccccc1,-5
Cc1cc(C)cc(Cn2cc(CN3CC(N4CCSCC4)CS3(=O)=O)nn2)c1 (centres undefined),-4
COC(=O)C1=C(C)N(C)C(=NCc2ccc(C(F)(F)F)cc2)NC1c1cccc(Cl)c1 (centres undefined),-5
CN(Cc1ccc(Cl)cc1)C(C(=O)NC1CCCCC1)c1cc2ccccc2o1 (centres undefined),19
Cc1ccccc1NC(=O)N(C)[C@H]1C[C@H]2c3[nH]c4c(-c5ccc6c(c5)OCO6)cccc4c3CCN2C(=O)[C@H]1[C@H](C)O,-3
C#CCN(C[C@H]1[C@H](OC(=O)Nc2c(C)noc2C)[C@H](OC(=O)Nc2c(C)noc2C)CN(C(=O)OC(C)C)N1C(=O)OC(C)C)S(=O)(=O)c1ccc(C)cc1,-1
COc1ccc2[nH]cc(CCNC(=O)/C=C/[C@H]3O[C@@H](n4cnc5c(NC(=O)c6ccccc6)ncnc54)[C@H](O)[C@@H]3O)c2c1,-1
O=C(Nc1cccc(OC(F)(F)F)c1)C1Cc2c(-c3ccco3)ccnc2O1 (centres undefined),-6
CCOC(=O)N1CCC(N(CCN(C)C)C(=S)Nc2ccc(OCC)cc2)CC1,0
Cc1cc2nc(-c3cccc(Br)c3)c(Cc3ccsc3)n2c(C)c1Br,-4
CCCCNC(=O)c1nc(-c2cc3ccccc3[nH]2)oc1-c1ccccc1,-2
O=C1NC[C@@H](CCCCN2CCN(CCc3ccccc3)C(=O)C2=O)N(Cc2ccccc2)C1=O,-1
Cc1ccccc1-c1ccc(CN2C(C(C)C)C(=O)N(Cc3cn(CCC4OCCO4)nn3)CCS2(=O)=O)cc1 (centres undefined),-3
CC(C)(C)NC(=O)C1c2ccccc2OCC(=O)N1CC(F)(F)F (centres undefined),-1
CN1CCN([C@@H]2CS(=O)(=O)N[C@H]2COCc2ccccc2)CC1,-1
COC(=O)C1=C(C)N(C)C(=NCC2CC2)NC1c1ccccc1C(F)(F)F (centres undefined),-2
COc1ccccc1Cc1c(-c2ccccc2)nc2c3ccccc3ccn12,3

# An excerpt from the list above, for reference:
SMILES,Wnt bcat act
C#CCN(C[C@H]1[C@H](OC(=O)Nc2c(C)noc2C)[C@H](OC(=O)Nc2c(C)noc2C)CN(C(=O)OC(C)C)N1C(=O)OC(C)C)S(=O)(=O)c1ccc(C)cc1,-1
COc1ccc2[nH]cc(CCNC(=O)/C=C/[C@H]3O[C@@H](n4cnc5c(NC(=O)c6ccccc6)ncnc54)[C@H](O)[C@@H]3O)c2c1,-1
O=C(Nc1cccc(OC(F)(F)F)c1)C1Cc2c(-c3ccco3)ccnc2O1 (centres undefined),-6
CCOC(=O)N1CCC(N(CCN(C)C)C(=S)Nc2ccc(OCC)cc2)CC1,0
Cc1cc2nc(-c3cccc(Br)c3)c(Cc3ccsc3)n2c(C)c1Br,-4
CCCCNC(=O)c1nc(-c2cc3ccccc3[nH]2)oc1-c1ccccc1,-2
O=C1NC[C@@H](CCCCN2CCN(CCc3ccccc3)C(=O)C2=O)N(Cc2ccccc2)C1=O,-1
Cc1ccccc1-c1ccc(CN2C(C(C)C)C(=O)N(Cc3cn(CCC4OCCO4)nn3)CCS2(=O)=O)cc1 (centres undefined),-3
CC(C)(C)NC(=O)C1c2ccccc2OCC(=O)N1CC(F)(F)F (centres undefined),-1
CN1CCN([C@@H]2CS(=O)(=O)N[C@H]2COCc2ccccc2)CC1,-1
COC(=O)C1=C(C)N(C)C(=NCC2CC2)NC1c1ccccc1C(F)(F)F (centres undefined),-2
COc1ccccc1Cc1c(-c2ccccc2)nc2c3ccccc3ccn12,3

# Next section.
SMILES,Wnt bcat act
C/C=C1\NC(=O)[C@H](C)NC(=O)[C@@H](NC(=O)[C@H](Cc2ccc(O)cc2)NC(=O)[C@@H](NC(=O)/C(C)=C/C)C(C)C)[C@@H](C)OC(=O)[C@H](CCCc2ccc(O)cc2)NC(=O)[C@@H](CCC(=O)OC)NC1=O,-2
COCCN1C(=O)CCC1(C)c1nnnn1-c1ccc2ccccc2c1 (centres undefined),-2
O=C(NCc1ccccn1)[C@@H]1CCCN1C(=O)[C@@H]1CCCN1C(=O)c1cccc(Cl)c1,-3
CC(C)(C)OC(=O)N1CCCN(C(c2ccnc3ccccc23)c2nnnn2-c2ccc3c(c2)OCCO3)CC1 (centres undefined),-1
CN(C)C1CN(Cc2cn(Cc3cccc(Cl)c3)nn2)S(=O)(=O)C1 (centres undefined),-2
C[C@H](O)[C@@H]1C(=O)N2CCc3c([nH]c4c(-c5ccc6c(c5)OCO6)cccc34)[C@@H]2C[C@@H]1N(C)C(=O)Nc1ccccc1,-1
COC(=O)[C@]12C[C@H](CC(=O)N3CCCCC3)C(=O)N(CCC3=CCCCC3)C1=C[C@H](C(C)(C)C)O[C@@H]2C,-12
CCOC(=O)N1CCN(C(=O)C[C@H]2C[C@@]3(C(=O)OC)C(=C[C@H](C(C)(C)C)O[C@@H]3C)N(CCC3=CCCCC3)C2=O)CC1,-5
CN1CCN(C(c2ccccc2)c2nnnn2C(C)(C)C)CC1 (centres undefined),-1
O=C(N[C@H](C(=O)N1CCC[C@H]1C(=O)NCc1ccccc1)C1CCCCC1)c1ccc(Cl)cc1Cl,-5
Cc1cc2c(nc1C)CCCN2S(=O)(=O)c1ccc(C(F)(F)F)cc1,3
OC(c1ccccc1)(c1ccccc1)C1CCN(CCCOc2ccccn2)CC1,-4
CCOC(=O)CCCCCC(=O)Nc1ccc2c(c1)C(=O)N([C@H](C)CO)C[C@@H](C)[C@@H](CN(C)S(=O)(=O)c1ccc(C)cc1)OCCCC[C@H](C)O2,-2
COc1ccccc1Cn1c(C)c(C(=O)NCc2ccc3c(c2)OCCO3)sc1=O,-3
CN1OC[C@@H]2CN(C(=O)c3cccc4ccccc34)[C@H](c3ccc(N4CCCCC4)cc3)C[C@@H]21,-2
CCCc1nc2cc(C)c(Br)c(C)n2c1Cc1ccc(OC)cc1C,1
O=S1(=O)CC(N2CCN(Cc3ccccc3F)CC2)CN1Cc1cn(Cc2cccc(Cl)c2)nn1 (centres undefined),-3
O=C(N[C@H](C(=O)N1CCC[C@H]1C(=O)NCCc1ccccc1Cl)c1ccccc1)c1cccs1,-2
C=C(C)c1sc(-c2ccccc2)nc1C,-3
Cc1cscc1-c1ccc(C(=O)Nc2c(C)cccc2C)o1,2
COc1ccccc1Cc1c(-c2ccc(C)cc2)nc2ccc(C)cn12,9
O=c1oc(-c2ccccc2)cc2ccccc12,1
O=CNc1cc(-c2cccc(F)c2)cn2c(-c3ccc(F)c(Cl)c3)cnc12,-3
CC(=O)c1cccc(Nc2ccc(Br)cc2)c1,18
O=C1NC[C@H](Cc2ccccc2)N(C[C@@H]2CCCN2C[C@H](Cc2ccccc2)N2C[C@H](Cc3ccc(O)cc3)N(CCc3ccccc3)C(=O)C2=O)C1=O,-3
COC(=O)[C@H](Cc1ccccc1)NC(=O)CC[C@H]1O[C@@H](n2ccc(=O)[nH]c2=O)[C@H](O)[C@@H]1O,-2
COC(=O)C1=C(C)N(Cc2ccc(F)cc2)C(=S)NC1c1cccc(OC)c1 (centres undefined),-6
